FXIa inh – factor XIa (human) inhibition; P03951; purified FXIa, Boc-Glu-Ala-Arg-AMC fluorogenic substrate; inhibition, % at 5 µM; actives 0.14% (n = 220,000); AID 798;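 active means inhibition of at least 40%; inactive means inhibition below 40%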;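 further: fluorescence of freed AMC excited at 355 nm; 0% = enzyme without compound and 100% = no enzyme blank; many of its hits are not listed in these tables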
TNF necrop inh – blocks TNF-alpha induced death of Jurkat FADD-/- cells. Jurkat FADD-/- TNF necroptosis rescue, ATP luminescence, 24 h; 0 = TNF only, 100 = no-TNF cells. activation (protection from cell death), % at 10 µM. actives 0.068% (n = 220,000). AID 463075;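 active means activation, meaning protection from cell death, of at least 50% relative to plate controls; inactive means activation below 50%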;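 further: necroptosis triggered by 40 ng/mL TNF-alpha added together with compound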
CHOP inh – blocks CHOP induction under ER stress; CHO-K1 CHOP-promoter luciferase, tunicamycin-induced, 15-18 h; inhibition, % at 10 µM; actives 3.8% (n = 220,000); AID 2732;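 active means compounds that reduced the stress-induced luciferase reporter signal by more than about 70% of percent inhibition, limit read from the data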;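 further: 0% = tunicamycin plus vehicle and 100% = wells without tunicamycin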
L929 necroptosis – L929 zVAD cell death inhibition | L929 zVAD necroptosis rescue, ATP luminescence, 24 h; with zVAD 60 µM | viability rescue, % at 10 µM | actives 0.38% (n = 220,000);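 active means activation, scaled between plate controls, above about 75%, limit read from the data; inactive means activation under that limit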;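 further: 0% = zVAD with DMSO and 100% = DMSO alone without zVAD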
PGE2 EP2 inh – blocks the human prostaglandin E2 receptor EP2; P43116; C6 glioma cells expressing human EP2, cAMP TR-FRET; cells stimulated with saturating PGE2; inhibition, % at 25 µM; actives 0.52% (n = 260,000); AID 1422;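 active means percent inhibition above 40 after rounding to a whole number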;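 further: rat C6 glioma host cells with rolipram phosphodiesterase inhibitor present; the protocol text gives 20 µM as final concentration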
Target sequence (P43116 whole entry, looked up): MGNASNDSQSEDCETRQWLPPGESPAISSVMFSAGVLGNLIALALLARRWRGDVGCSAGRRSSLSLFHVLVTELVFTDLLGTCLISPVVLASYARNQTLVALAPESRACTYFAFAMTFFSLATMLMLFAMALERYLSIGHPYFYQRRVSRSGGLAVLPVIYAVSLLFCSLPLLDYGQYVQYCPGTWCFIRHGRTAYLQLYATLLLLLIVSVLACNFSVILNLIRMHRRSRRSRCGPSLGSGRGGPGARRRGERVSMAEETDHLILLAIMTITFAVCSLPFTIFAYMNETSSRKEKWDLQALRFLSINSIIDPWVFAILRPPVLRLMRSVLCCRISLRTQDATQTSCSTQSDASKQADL
TbHK1 inh – blocks Trypanosoma brucei hexokinase 1 activity | actives 0.11% (n = 220,000) | inhibition, % at 10 µM | recombinant TbHK1, G6PDH-coupled NADH A340;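 active means inhibition of 50% or more in the single-dose primary screen; inactive means inhibition below 50%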
Wee1 stabilizer – human Wee1 degradation inhibition, primary screen; actives 1.2% (n = 220,000); reporter increase, % at 5 µM; AID 1321; HeLa Luc-Wee1K328M stability, luciferase luminescence; 100% = proteasome inhibitor MG132 effect;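 active means activation above the mean of all tested compounds plus 3 SD, set per screening run, cut at about 8.8% in these data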;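 further: cells exposed to compound for 20 h before luminescence read; 0% = DMSO alone and 100% = MG132 at 30 µM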
Target sequence (P30291 whole entry K328M): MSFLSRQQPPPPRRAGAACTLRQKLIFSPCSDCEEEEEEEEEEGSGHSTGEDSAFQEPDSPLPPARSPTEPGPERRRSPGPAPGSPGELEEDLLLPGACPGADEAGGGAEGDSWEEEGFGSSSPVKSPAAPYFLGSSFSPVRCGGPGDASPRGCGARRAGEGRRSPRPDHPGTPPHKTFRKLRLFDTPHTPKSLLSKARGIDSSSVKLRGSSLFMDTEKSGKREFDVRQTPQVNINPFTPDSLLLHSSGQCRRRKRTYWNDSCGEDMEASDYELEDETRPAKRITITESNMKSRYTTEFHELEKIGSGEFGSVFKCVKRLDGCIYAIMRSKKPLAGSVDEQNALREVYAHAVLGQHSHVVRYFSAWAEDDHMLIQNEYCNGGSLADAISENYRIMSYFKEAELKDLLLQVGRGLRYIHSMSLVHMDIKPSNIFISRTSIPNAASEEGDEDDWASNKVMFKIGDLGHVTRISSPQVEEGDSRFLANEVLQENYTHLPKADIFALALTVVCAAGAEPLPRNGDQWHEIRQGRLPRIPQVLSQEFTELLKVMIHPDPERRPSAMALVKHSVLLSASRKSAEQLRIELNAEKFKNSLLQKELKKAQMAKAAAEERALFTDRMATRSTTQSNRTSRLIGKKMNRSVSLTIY
FXIIa inh – inhibitors of human coagulation factor XIIa; P00748; purified FXIIa, Boc-QGR-AMC fluorogenic substrate, 2 h; inhibition, % at 5 µM; actives 0.3% (n = 220,000); AID 800; in the data active means inhibition above about 40%;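 further: 0% = enzyme with no compound and 100% = blank without enzyme; many of its hits are not listed in these tables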
PPC-1+TRAIL kill – compounds killing PPC-1 cancer cells with TRAIL present (potentiator screen, no TRAIL-free arm); PPC-1 cells + TRAIL, ATPLite viability luminescence; cell killing (% activity), % at 4 µM; actives 0.41% (n = 220,000);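 active means cell killing above 50% in the first pass at 4 µM, then a duplicate retest at 5 µM averaging 50% or more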;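 further: plate controls were cells with TRAIL plus DMSO for no effect and medium-only wells lacking cells for full effect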
* hit, by the source's call; x = not tested or not shown; & = joins results of further samples.

SMILES	FXIa inh	TNF necrop inh	CHOP inh	L929 necroptosis	PGE2 EP2 inh	TbHK1 inh	Wee1 stabilizer	FXIIa inh	PPC-1+TRAIL kill
C/C(=N\NC(=O)c1cccc(S(=O)(=O)N2CCCCC2)c1)c1ccc(C)o1	1	2.2	12	0.8	10	-16	-3	10	11
CCC(CC(C)(C)O)C(=O)NNC(=S)Nc1ccccc1 (stereo unspecified)	4	0.0	12	2.2	12	-1	3	10	0
CC(=O)Nc1ccc(S(=O)(=O)N2CCc3ccccc3C2)cc1	5	0.8	-2	0.3	7	4	2	17	12
O=C(COC(=O)CC1CC2CCC1C2)NC(=O)NC1CCCC1 (stereo unspecified)	0	-0.5	3	0.8	2	3	4	8	-16
CS(=O)(=O)N1CCN(c2ccccc2NC(=S)NC(=O)c2cccs2)CC1	8	0.3	-10	-1.6	4	1	-3	13	1
CC(C)OP(C)(=O)CN1CCN(CP(C)(=O)OC(C)C)CC1 (stereo unspecified)	-3	-0.3	18	-0.1	9	0	0	3	6
O=C(Cn1cc([N+](=O)[O-])cn1)Nc1ccn(Cc2c(F)c(F)cc(F)c2F)n1	10	1.4	9	-0.5	11	-9	6	14	20
CC1CC(C)(C)NC(=S)N1CC(=O)NCc1ccc2c(c1)OCO2 (stereo unspecified)	-6	0.4	20	1.1	3	-10	0	5	12
O=[N+]([O-])c1ccccc1S(=O)(=O)N1CCN(CC2CC=CCC2)CC1 (stereo unspecified)	1	2.4	9	1.2	6	-10	-1	x	-11
COC1(c2ccccc2)NC(=S)NN=C1c1ccccc1 (stereo unspecified)	-14	1.3	12	-0.1	8	-8	-1	3	6
Nc1c(Cl)ncnc1N/N=C/c1ccncc1	-11	3.4	-7	1.7	1	-28	-4	6	-18
CCOc1ccccc1C(=O)N(C)Cc1cc2ccccc2[nH]c1=O	5	-3.8	-22	0.0	4	-10	-2	18	2
COc1ccccc1OCC#CCn1ccnc1	-6	0.3	9	0.0	6	-5	-1	-9	4
Cc1noc(C)c1S(=O)(=O)N1CCC(C(=O)N2CCC(N3CCCCC3)CC2)CC1	-3	2.3	-7	1.6	x	1	x	9	24
CCCNC(=O)NC(=O)c1cnccc1C(F)(F)F	4	0.0	-1	1.0	14	-1	3	13	2
C=C(C)COc1ccc(-c2[nH]ncc2Oc2ccccc2OCC)c(O)c1	3	0.0	107*	2.4	19	13	0	16	20
Cc1nc(C)c(C(=O)NNC(=O)c2ccc(Br)cc2)s1	5	1.1	13	0.3	5	-5	6	5	20
O=C(C1COc2ccccc2O1)N1CCc2ccccc2C1 (stereo unspecified)	2	4.5	4	-0.2	17	1	0	9	40
O=C(CN1C(=O)CC(c2ccccc2)S(=O)(=O)c2ccccc21)N1CCCCC1 (stereo unspecified)	-7	0.3	4	-0.3	8	2	1	0	16
Cc1c(C)c(C)c(/C=[N+](/C)[O-])c(C)c1C	3	0.3	-16	-0.1	12	-3	3	9	9

A second format for 13 compounds above.
| Molecule | FXIa inh | TNF necrop inh | CHOP inh | L929 necroptosis | PGE2 EP2 inh | TbHK1 inh | Wee1 stabilizer | FXIIa inh | PPC-1+TRAIL kill |
| --- | --- | --- | --- | --- | --- | --- | --- | --- | --- |
| CC(C)OP(C)(=O)CN1CCN(CP(C)(=O)OC(C)C)CC1 (stereo unspecified) | -3 | -0.3 | 18 | -0.1 | 9 | 0 | 0 | 3 | 6 |
| O=C(Cn1cc([N+](=O)[O-])cn1)Nc1ccn(Cc2c(F)c(F)cc(F)c2F)n1 | 10 | 1.4 | 9 | -0.5 | 11 | -9 | 6 | 14 | 20 |
| CC1CC(C)(C)NC(=S)N1CC(=O)NCc1ccc2c(c1)OCO2 (stereo unspecified) | -6 | 0.4 | 20 | 1.1 | 3 | -10 | 0 | 5 | 12 |
| O=[N+]([O-])c1ccccc1S(=O)(=O)N1CCN(CC2CC=CCC2)CC1 (stereo unspecified) | 1 | 2.4 | 9 | 1.2 | 6 | -10 | -1 | x | -11 |
| COC1(c2ccccc2)NC(=S)NN=C1c1ccccc1 (stereo unspecified) | -14 | 1.3 | 12 | -0.1 | 8 | -8 | -1 | 3 | 6 |
| Nc1c(Cl)ncnc1N/N=C/c1ccncc1 | -11 | 3.4 | -7 | 1.7 | 1 | -28 | -4 | 6 | -18 |
| CCOc1ccccc1C(=O)N(C)Cc1cc2ccccc2[nH]c1=O | 5 | -3.8 | -22 | 0.0 | 4 | -10 | -2 | 18 | 2 |
| COc1ccccc1OCC#CCn1ccnc1 | -6 | 0.3 | 9 | 0.0 | 6 | -5 | -1 | -9 | 4 |
| Cc1noc(C)c1S(=O)(=O)N1CCC(C(=O)N2CCC(N3CCCCC3)CC2)CC1 | -3 | 2.3 | -7 | 1.6 | x | 1 | x | 9 | 24 |
| CCCNC(=O)NC(=O)c1cnccc1C(F)(F)F | 4 | 0.0 | -1 | 1.0 | 14 | -1 | 3 | 13 | 2 |
| C=C(C)COc1ccc(-c2[nH]ncc2Oc2ccccc2OCC)c(O)c1 | 3 | 0.0 | 107* | 2.4 | 19 | 13 | 0 | 16 | 20 |
| Cc1nc(C)c(C(=O)NNC(=O)c2ccc(Br)cc2)s1 | 5 | 1.1 | 13 | 0.3 | 5 | -5 | 6 | 5 | 20 |
| O=C(C1COc2ccccc2O1)N1CCc2ccccc2C1 (stereo unspecified) | 2 | 4.5 | 4 | -0.2 | 17 | 1 | 0 | 9 | 40 |

Next section.
SMILES	FXIa inh	TNF necrop inh	CHOP inh	L929 necroptosis	PGE2 EP2 inh	TbHK1 inh	Wee1 stabilizer	FXIIa inh	PPC-1+TRAIL kill
Cc1nc(NC(=O)CSc2nnc(C)n2CC2CCCO2)sc1C (stereo unspecified)	1	-1.8	-22	0.4	15	1	2	11	25
O=C(c1ccco1)N1CCN(c2ccnc3cc(Cl)ccc23)CC1	-1	1.5	-3	4.1	4	-7	-2	8	24
CCOC(=O)c1ccc(NC(=O)CN(C)S(=O)(=O)c2ccc(Br)s2)cc1	8	-0.8	77*	x	5	-1	2	14	2
C(=N\n1cnnc1)/c1cccc(OCCOc2ccccc2)c1	-3	-0.1	2	0.2	10	-2	-2	11	-10
O=C(NCc1ccccc1)C(c1ccccc1)N(Cc1ccc2c(c1)OCO2)C(=O)Cc1cccs1 (stereo unspecified)	21	-3.5	25	0.0	13	13	1	30	8
Cc1c2cnn(CC(=O)O)c(=O)c2c(C)n1Cc1ccccc1	-1	0.3	5	0.7	12	-10	1	7	-2
Cc1cccc(C(C(N)=O)c2ncc(C(F)(F)F)cc2Cl)c1 (stereo unspecified)	1	18	3	3.3	7	2	-3	x	-12
S=C(Nc1ccccc1)Nc1ccc(OCc2ccc(Cl)cc2Cl)cc1	4	-7.6	108*	-0.4	3	-1	-1	9	0
Cc1cccc(C)c1NC(=O)CSc1nc2ccccc2c(=O)[nH]1	-3	-0.2	71*	-0.4	2	-3	-1	10	23
C=CCn1c(C)csc1=Nc1ccccc1C	16	-1.1	-12	-0.6	8	7	2	6	16
Cc1ccc(C)c(S(=O)(=O)N=Nc2c(O)[nH]c3ccccc23)c1	2	0.7	25	1.7	3	-1	-3	11	14
COc1ccc(Cc2nnc(SCC(=O)N3CCN(c4ccccc4)CC3)o2)cc1	-2	0.5	34	0.5	9	5	-2	12	-1
Cc1ccc(OCC(=O)Nc2ccccc2-c2ccccc2NC(=O)COc2ccc(C)cc2)cc1	6	2.8	34	0.8	8	8	0	11	-15
Cc1cc(=O)n(-c2ccc3ccccc3n2)[nH]1	4	0.4	-7	0.0	7	-10	-1	14	19
O=C(CSc1nnc(-c2ccncc2)n1-c1ccc(Cl)cc1)NCc1cccs1	2	-1.9	-74	-0.5	10	-3	6	17	15
CCn1c(=O)c2cc(C(=O)N(C)c3ccccc3F)sc2c2ccccc21	0	-5.1	2	0.4	7	-65	8	14	18
Cc1ccc(-c2oc3ccccc3c(=O)c2O)cc1	7	1.0	72*	-0.5	17	-1	4	15	-2
CC(=O)N=c1sc(S(N)(=O)=O)nn1C	-1	0.4	4	0.5	16&11	7	1	6	34
COc1ccccc1C1C=C(c2ccccc2)Nc2nnnn21 (stereo unspecified)	-2	-8.8	x	-1.1	12	-4	0	6	8
O=C(NCCN1CCOCC1)c1ccc2c(c1)ncn2C1CCCCC1	-23	0.5	31	88*	24	-5	0	9	-3
Cc1cc(C2N=C(N)Nc3nc4ccccc4n32)c(C)n1-c1ccccc1Cl (stereo unspecified)	-1	-1.2	61	6.2	5	10	4	0	26
Cc1ccc(NC(=O)CSc2nnc(-c3ccco3)o2)c(C)c1	-7	-0.1	4	-0.4	18&2	-2	0	4	-7
O=C(c1coc(=O)c(Br)c1)N1CCC(C(O)(c2ccccc2)c2ccccc2)CC1	11	-10	26	-0.3	7	18	3	4	-16
C#CCNC(=O)C1=C[C@@H](c2ccc3c(c2)OCO3)[C@H](CCCO)[C@@H](OCC)O1	-4	0.0	7	-0.3	12	-6	-3	-2	17
CC(=O)Nc1ccc(NC(=O)CN(c2ccc(C34CC5CC(CC(C5)C3)C4)cc2)S(C)(=O)=O)cc1	-6	-1.2	-11	-0.2	5	-13	-1	10	-6
COC(=O)[C@@H](NC(=O)Nc1ccc(OC(F)(F)F)cc1)C(C)C	6	-7.7	38	-0.3	17	3	0	20	14
Cc1cccc(C(=O)Nc2cccc(-c3cnc4ccccc4n3)c2)c1	-1	-1.5	62	-0.4	5	-6	3	7	-2
COc1ccc2c(c1)c(C(=O)CN1CCC3(CC1)OCCO3)c(C)n2C	-2	0.6	6	1.2	14	-13	-1	11	-8
Cc1[nH][nH]c(=O)c1/C=N/N1CCOCC1	-1	0.2	37	2.5	-1	-9	-2	4	9
O=C(NCc1nc2ccccc2[nH]1)c1cccc(S(=O)(=O)N2CCCC2)c1	-3	4.0	-5	1.1	x	0	1	0	15
CCc1nc2sc3c(=O)n(N)cnc3c2c2c1COC(C)(C)C2	5	2.4	-1	0.2	4	-6	-2	2	16
O=C(NCc1cccnc1)c1ccccc1Br	-2	-1.0	-1	0.0	3	-5	1	7	6
O=C1C=C(Nc2ccc(O)cc2)CC(c2ccco2)C1 (stereo unspecified)	0	-6.0	-8	0.1	4	-23	0	13	16
CC1(C)CC2c3cccc(C(=O)O)c3C(=O)N2c2c1ccc1ccccc21 (stereo unspecified)	11	-0.6	21	-0.2	6	-3	0	8	9
CC1=C2C3OC(=O)C(C)[C@@H]3CC[C@](C)(O)C2C2C3C4C5(C12)[C@H]1OC(=O)[C@@H](C)C1CC[C@]4(C)O[C@]5(C)[C@@H]3O (stereo partly specified)	9	0.9	27	0.1	9	-8	1	23	3
COc1ccc(/C=N/n2c(C)nnc2C)c(OC)c1	1	-2.6	14	1.2	15	-26	3	15	26
CC12c3ccccc3C(c3ccccc31)C1C(=O)N(Cc3cccnc3)C(=O)[C@H]12 (stereo partly specified)	5	-1.7	6	-0.4	8	-2	-3	7	25
CCCCSc1nnc(CCCCCNC(=O)OC(C)(C)C)o1	-9	-2.9	79*	0.1	7	5	2	-13	10
O=C(/C=C/c1ccc(Cl)cc1)NC(=S)Nc1ccc(CN2CCOCC2)cc1	5	5.5	22	0.5	1	-2	0	7	21
CN1CCN(NC(=O)c2cc(S(=O)(=O)Nc3ccc(Cl)cc3)ccc2Cl)CC1	1	0.2	-13	0.4	9	-4	3	5	14
O=C(O)c1cccc(-c2ccc(/C=N/NC(=O)c3cccnc3)o2)c1	6	0.8	-4	0.3	5	-43	2	5	-4
Brc1ccc(Nc2nc3ccccc3n3nnnc23)cc1	-4	-4.9	-14	0.7	x	-26	1	0	-34

Only part of the results is shown (hit frequency here may not be typical).
